SMARCA2 activ: increases SMARCA2 function in MMTV reporter cells | MG213 cells, MMTV-luciferase reporter, dexamethasone, overnight | 370,000 tested, 1% active | activation, % at 9.1 µM; in the data active = activation above about 7.8%;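 also: 0% = vehicle wells and 100% = reference activator wells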
ADAM10 inh: ADAM10 inhibition, QFRET primary screen. O14672. recombinant ADAM10, EDANS/DABCYL FRET peptide cleavage, 3 h. inhibition, % at 7 µM. 370,000 tested, 0.62% active. AID 720582;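 active = inhibition above a per-campaign cutoff equal to the mean of compounds falling between control-based bounds plus 3 SD, cut at about 20% in these data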;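 also: 0% = DMSO wells while the 100% control is not disclosed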
hgDAF-12 ag: agonists of H. glycines DAF-12 nuclear receptor | HEK293 GAL4-hgDAF12 UAS-luciferase reporter, agonist luminescence; normalized to butyrate control | activation, % at 6.8 µM | 370,000 tested, 1.8% active | AID 687014;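 active = activation above a cutoff set at the mean of all screened compounds plus 3 SD, cut at about 10% in these data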;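 also: 0% = DMSO wells and 100% = sodium butyrate wells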
FXN GAA850 act: increases GAA850 frataxin promoter reporter activity; activation, % at 6 µM; AID 540364; HEK293 lucGAA850 FXN promoter luciferase reporter, 24 h; percent of 10 µM SAHA response; 360,000 tested, 0.56% active;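 active = activation above the average of all compounds screened plus 3 SD, cutoff fixed separately per campaign, cut at about 7.5% in these data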;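 also: 0% = DMSO wells and 100% = 10 µM SAHA wells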
ssDAF12 agonist: activates DAF-12 receptor from parasite S. stercoralis. HEK293 ssDAF-12/GRIP1 lit1-tk-luc reporter, luminescence; % of 3 µM dafachronic acid response. activation, % at 6.8 µM. 370,000 tested, 1% active;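 active = activation above the mean over all tested compounds plus 3 SD, cut at about 0.9% in these data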;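 also: 0% = DMSO-only wells and 100% = 3 µM delta7-dafachronic acid wells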
DAX1 inh-1: inhibits human nuclear receptor DAX1. P51843. HEK293 Gal4-DAX1 luciferase reporter, luminescence. inhibition, % at 6.75 µM. 340,000 tested, 0.99% active. AID 504766;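 active = inhibition above the mean over all tested compounds plus 3 SD, cut at about 4.2% in these data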;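 also: 0% = DAX1-transfected cells with DMSO and 100% = empty-vector control cells with DMSO; inhibition shows as a rise in luminescence from relieved DAX1 repression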
Target sequence (P51843 207-470 limits assumed): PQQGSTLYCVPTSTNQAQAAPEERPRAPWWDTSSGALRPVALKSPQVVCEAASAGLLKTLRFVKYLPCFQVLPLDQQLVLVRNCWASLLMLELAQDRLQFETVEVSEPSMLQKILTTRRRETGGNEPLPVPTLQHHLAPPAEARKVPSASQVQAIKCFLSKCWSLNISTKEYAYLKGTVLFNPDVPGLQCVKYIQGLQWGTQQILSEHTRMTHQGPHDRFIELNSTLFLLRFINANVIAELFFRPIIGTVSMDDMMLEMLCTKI
ADAM17 inh: ADAM17 inhibition, QFRET primary screen. P78536. recombinant ADAM17, EDANS/DABCYL FRET peptide cleavage. inhibition, % at 6.95 µM. 370,000 tested, 0.83% active. AID 720648;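 active = inhibition above the mean of compounds lying between control limits plus 3 SD, set per campaign, cut at about 8.5% in these data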;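 also: 0% = DMSO-only wells as the low control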
Target sequence (P78536 215-824 limits assumed): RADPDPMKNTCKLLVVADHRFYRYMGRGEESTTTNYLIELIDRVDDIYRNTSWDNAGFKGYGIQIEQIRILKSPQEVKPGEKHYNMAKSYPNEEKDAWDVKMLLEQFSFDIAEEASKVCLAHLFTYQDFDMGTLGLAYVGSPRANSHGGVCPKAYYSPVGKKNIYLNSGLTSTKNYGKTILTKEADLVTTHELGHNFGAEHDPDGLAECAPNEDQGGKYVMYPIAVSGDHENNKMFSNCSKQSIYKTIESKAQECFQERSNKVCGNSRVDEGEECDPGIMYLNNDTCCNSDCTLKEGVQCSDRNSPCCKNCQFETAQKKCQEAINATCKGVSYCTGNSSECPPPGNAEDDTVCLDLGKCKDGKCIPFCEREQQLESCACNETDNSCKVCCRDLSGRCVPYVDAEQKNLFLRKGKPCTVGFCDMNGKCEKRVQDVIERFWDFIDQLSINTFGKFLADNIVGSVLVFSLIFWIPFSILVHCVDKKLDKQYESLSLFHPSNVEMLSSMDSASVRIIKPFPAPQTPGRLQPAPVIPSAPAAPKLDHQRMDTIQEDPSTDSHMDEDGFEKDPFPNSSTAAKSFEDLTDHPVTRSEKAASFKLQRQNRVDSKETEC
PG9 binder: PG9 antibody binding by small molecule | TR-FRET gp120-PG9 antibody binding | inhibition, % at 6.7 µM | 360,000 tested, 0.43% active; in the data active = inhibition above about 8.5%
hcDAF-12 act: H. contortus DAF-12 activation, primary screen; HEK293 hcDAF-12 lit1-tk-luc reporter, luminescence; 0% DMSO, 100% Δ7-dafachronic acid; activation, % at 6.8 µM; 370,000 tested, 1.4% active; AID 652067;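 active = activation above the mean of all tested compounds plus 3 SD, cut at about 5.5% in these data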;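 also: 100% = response to 3 µM Δ7-dafachronic acid high control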
GC-A act: GC-A (human) enzyme activation; 370,000 tested, 0.14% active; P16066; HEK293 GC-A cells, cGMP TR-FRET, EC30 ANP; 0% at EC30 ANP, 100% saturating ANP; activation, % at 10 µM; in the data active = activation above about 40%
DAX1 inh-2: DAX1 (NR0B1) inhibition, primary screen; HEK293T StAR-luciferase reporter, SF-1/DAX-1 repression relief; inhibition, % at 6.8 µM; 370,000 tested, 1.1% active; AID 652010;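 active = inhibition above the mean over all tested compounds plus 3 SD, cut at about 3.6% in these data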;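 also: 0% = DAX-1 cells with DMSO and 100% = cells lacking DAX-1 with DMSO; higher inhibition means more luminescence from relief of DAX-1 repression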
The depositor's hits bear a star; i = inactive; . = not tested or not shown.

SMILES	SMARCA2 activ	ADAM10 inh	hgDAF-12 ag	FXN GAA850 act	ssDAF12 agonist	DAX1 inh-1	ADAM17 inh	PG9 binder	hcDAF-12 act	GC-A act	DAX1 inh-2
CCc1nc2c(nnn2Cc2ccc(F)cc2)c(=O)[nH]1	0	-3	-3.0	1.3	-0.5	-0.1	-2	-0.6	-1.3	7	-0.2
Cc1ccc(C(=O)N2CCN(S(=O)(=O)c3ccc(C)c([N+](=O)[O-])c3)C2)cc1	-6	3	-2.5	-0.6	-1.4	-0.5	4	-2.3	-0.2	-5	-0.5
CN(C)c1ccc(Nc2cc(Cl)ncn2)cc1	7	6	2.1	3.9	-0.3	0.8	0	-14	-0.4	-11	0.3
COc1ccc(S(N)(=O)=O)cc1C(=O)NCCCN1CCN(c2ccc(C)cc2)CC1	2	6	-0.1	-3.2	-0.6	-1.2	-4	0.9	-0.8	0	-0.4
Cc1cn2c(=O)c(C(=O)N3CCN(c4ccccc4)CC3)cnc2s1	1	-6	5.6	2.9	-0.5	-0.2	-6	-2.3	-0.8	0	-0.2
COc1ccc2cc(CCNC(=O)c3cc4ccccc4o3)c(=O)[nH]c2c1	-3	-21	-3.4	0.8	-1.3	-0.7	-4	-5.7	-0.8	-3	-3.1
CN(C(=O)c1ccc(NC(=O)Cc2ccccc2)cc1)c1ccccc1	-2	3	-0.1	0.5	-0.6	2.2	5	1.6	0.7	-3	1.3
CC(C)(O)C#Cc1ccc([C@@H]2C[C@H]3CN(c4ccccc4)C(=O)[C@]34CCCN24)s1	-5	-12	0.2	-11	-1.6	-1.8	-7	-0.4	0.2	-3	1.2
O=C(O)C[C@H]1c2ccc(C(F)(F)F)cc2S(=O)(=O)N1C1CCCCC1	-1	-5	1.7	-1.0	-1.3	1.1	-3	1.1	-1.1	1	0.1
O=C(Nc1cc2c(cc1[N+](=O)[O-])OCCO2)c1cccnc1	-2	-11	0.2	3.0	-0.1	.	-3	0.1	1.4	0	-0.5
CC(C)n1nnnc1SCC(=O)Nc1ccccc1F	-1	2	-0.7	-1.7	0.2	-0.2	-2	-0.5	-2.7	5	-0.3
CCCCCC(=O)Nc1cccc(C2=NOC3(C2)C[C@H](C(N)=O)N(C(=O)[C@H]2CCC(=O)N2)C3)c1 (some centres undefined)	-1	3	0.5	-0.9	-1.2	1.8	-4	1.0	-2.3	2	-0.7
O=C(NC(=S)Nc1ccc2oc(=O)ccc2c1)c1cccc(F)c1	2	1	0.7	0.4	-1.1	-0.2	0	-1.8	0.6	-2	-0.2
CCOC(=O)c1ccccc1NC(=O)COC(=O)C(Cc1c[nH]c2ccccc12)NC(C)=O (centres undefined)	-2	0	2.1	-0.4	-0.7	-0.8	-5	-1.3	0.6	1	-0.1
Fc1ccc2[nH]c3c(NCc4ccccc4)ncnc3c2c1	-6	-180	-9.0	1.8	-2.0	-4.6	-77	-0.3	-4.5	8	-1.5
O=C(Cn1cnc2c(nnn2Cc2ccc(F)cc2)c1=O)Nc1ccccc1	-5	-8	-1.8	-1.2	-1.6	0.1	-9	-0.8	1.1	1	-0.2
NNc1nc2c(F)cc(F)cc2s1	2	-8	7.8	3.0	-0.4	0.1	-1	-4.8	5.5	10	0.9
Cc1nn(C)c(C)c1CN(C)C(=O)c1cc2n(n1)C(C(F)(F)F)CC(c1cccs1)N2 (centres undefined)	-3	9	-3.9	0.5	-2.0	-2.2	-4	-0.5	-2.6	2	-1.0
O=S1(=O)[C@H]2C[C@@H]3CC[C@]2(CN1Cc1cccc(F)c1)O3	0	-5	1.9	-0.9	-1.1	3.0	-3	1.8	-1.2	-2	-0.5
COc1cc(C(=O)NNC(=O)c2ccccc2OCc2c(C)noc2C)cc(OC)c1OC	0	-4	-2.4	0.0	-0.9	1.0	1	-1.9	-1.0	1	-3.1
COc1cccc(CNC(=O)CCC2CCCN(C(=O)c3ccccc3N(C)C)C2)c1 (centres undefined)	-1	-22	1.4	2.7	-0.9	-0.5	-6	-2.1	-2.8	0	-0.3
Cc1ccc(NC(=O)COC(=O)c2ccccc2-c2nc3ccccc3s2)c(C)c1	0	10	-0.4	2.5	-2.1	-0.6	0	-0.8	0.4	-3	-0.1
Cc1ccc(CC2CC(=O)N(Cc3ccco3)C2=O)cc1 (centres undefined)	0	-2	0.6	2.3	-1.1	0.3	1	-0.2	-0.3	0	-0.8
CCOc1cc(C#N)ccc1OCC(=O)NNC(=O)CC1CCS(=O)(=O)C1 (centres undefined)	-1	-7	2.1	1.6	-0.9	1.4	-1	-0.1	0.6	-5	1.3
O=C(C[n+]1ccccc1)N/N=C/c1ccccc1F	3	3	5.7	2.8	-1.2	.	-1	-1.5	2.4	1	0.6
Cc1onc(-c2c(F)cccc2Cl)c1C(=O)NC(=S)Nc1c(C)n(C)n(-c2ccccc2)c1=O	3	1	0.1	2.0	-1.4	0.1	1	-2.7	-1.7	1	-0.9
Cc1nnc(NC(=O)CSc2ncnc3c2cnn3-c2ccccc2C)s1	-2	1	-0.9	-2.5	-0.9	0.2	-5	3.5	-1.4	-1	-0.5
Cc1cc(=O)oc2cc(OCC(=O)NC3CCN(Cc4ccccc4)CC3)c(Cl)cc12	-2	-22	-1.1	-0.4	-0.9	1.9	-8	-0.1	-1.5	-1	0.7
CN1CCC(=O)N([C@H](CN=[N+]=[N-])c2ccccc2)CC1	0	-8	-1.0	-1.3	-0.7	-0.9	-7	-0.9	0.6	-2	-0.5
COc1ccc(S(=O)(=O)c2ccccc2)cc1NS(=O)(=O)c1cccc(C(=O)O)c1	-1	-2	-0.6	-1.0	-0.9	0.4	-3	0.5	-0.4	4	1.4
COc1ccc(N2CCN(CCNS(=O)(=O)c3c(C(C)C)cc(C(C)C)cc3C(C)C)CC2)cc1	-6	11	-1.9	.	-1.4	.	6	.	-4.2	0	-2.6
Cc1ccc(C)c(C(=O)N(Cc2nc(-c3ccc(Cl)cc3)no2)C(C)C)c1	-3	7	-0.2	-0.7	-1.8	-1.2	6	0.9	-1.9	-1	-0.7
O=[N+]([O-])c1ncccc1OCc1ccccc1Br	-2	-3	1.0	0.8	-0.7	0.0	0	-0.3	-1.8	6	-0.1
O=C(COC(=O)c1cc(=O)[nH]c2ccccc12)c1ccc(Br)cc1	-4	-13	-3.5	-1.5	-2.0	3.4	-2	-0.2	-0.5	-3	0.8
Cc1[nH]c(=O)[nH]c(=O)c1/C=N/NC(=O)CCCCCNC(=O)OC(C)(C)C	-3	2	0.9	2.7	-1.1	0.2	4	-0.2	-0.4	1	0.8
CSCC[C@H](NC(=O)[C@H](Cc1ccccc1)n1c(=O)[nH]c2ccccc2c1=O)C(=O)N[C@@H](Cc1ccccc1)C(=O)O	2	-19	0.6	1.0	-1.7	0.7	-3	2.1	1.0	-1	-0.6
Cc1cc(CNC(=O)C(C)Cc2ccccc2)nn1C (centres undefined)	0	-4	1.1	0.1	-0.8	0.9	-5	-1.1	-1.2	0	-0.2
CC(=O)Nc1ccc(C=NN=C2c3ccccc3-c3ccccc32)cc1	-2	2	-0.2	1.9	-0.5	-0.9	1	2.6	-0.8	-20	-1.5
CCOc1ccccc1NC(=O)CC1Nc2ccccc2NC1=O (centres undefined)	0	-15	-0.2	-0.5	-0.4	-1.1	-5	-1.1	1.9	0	0.0
COc1ccc(/C=C/c2nnc(NC(=O)CSc3ccc(Cl)cc3)s2)cc1	-1	-15	1.0	2.4	-1.6	-0.6	-3	-1.0	-0.8	3	-0.6
COc1cc(C(O)c2nc(-c3cccc(C(C)C)c3)cs2)ccc1F (centres undefined)	-6	20*	0.3	1.1	-1.6	.	11*	-1.1	-1.0	-1	-0.2
O=c1oc2ccc([N+](=O)[O-])cc2c(N2CCOCC2)c1[N+](=O)[O-]	-3	-2	-1.4	.	-1.1	.	-2	0.2	-0.9	1	-0.3
O=C1OC(Cc2ccncc2)C(O)=C1C1=NCCCN1 (centres undefined)	-3	-5	-1.5	0.3	-0.3	-0.2	-3	1.6	-1.4	0	0.8
COC(C(=O)Nc1cc([N+](=O)[O-])ccc1C)c1ccccc1 (centres undefined)	-2	-7	-4.1	2.2	-1.3	0.1	-2	1.9	-0.5	3	-0.6
CCOC(=O)CCc1c(C)c2ccc(OCC(=O)N(CC)CC)c(C)c2oc1=O	-4	i	-1.0	-1.6	-1.9	-0.7	-200	0.3	-1.9	4	-0.5
O=C(c1c(O)cc(O)cc1O)C1c2c(cc(O)c3c2O[C@H](c2ccc(O)cc2)[C@@H](O)C3)OC1c1ccc(O)cc1 (some centres undefined)	2	8	-0.8	-0.3	-1.7	2.3	-1	-2.9	0.1	-2	-0.2
COc1ccc(OC)c(S(=O)(=O)Nc2cccc(O)c2)c1	-2	2	1.5	1.1	-0.4	-0.3	-2	-0.5	-1.1	0	-0.5
COc1ccc(C=C2CCc3ccccc3C2=O)cc1	2	-13	1.9	.	0.1	.	-3	-3.2	3.3	1	6.6*
O=C(CC(c1ccccc1)c1ccccc1O)NCc1ccccc1Cl (centres undefined)	0	8	-1.2	0.3	-0.6	-0.6	4	0.1	0.4	-3	-0.4
C=CCOC(=O)c1cc(-c2ccc(/C=C3\C(=O)NC(=O)C(C#N)=C3C)o2)ccc1Cl	-1	-10	5.1	0.0	-0.7	1.2	-5	-1.3	-1.4	-24	1.5
NC(=O)c1ccsc1NC(=O)COC(=O)CCc1ccccc1	2	7	0.2	-1.6	-1.6	-1.5	2	0.9	-0.1	-1	-0.3
COc1ccc(N=Nc2c(N)n[nH]c2N)cc1	1	4	9.4	2.2	-0.5	2.0	2	-5.8	-0.6	1	0.5
CN(C)CCN1CCN(C2CN(C3CCCCC3)S(=O)(=O)C2)CC1 (centres undefined)	-2	-12	-0.2	.	-1.0	.	0	-1.0	-0.5	3	1.4
CCOC(=O)/C=C/C(=O)OCC(=O)Nc1c(Cl)cccc1Cl	1	-1	-0.6	2.1	-0.7	-0.3	-1	-1.9	-0.2	0	0.1
CCOc1ccccc1Nc1cc(C)nc2ccc(C)cc12	-1	6	0.3	-1.6	-1.5	-0.6	0	0.8	-0.7	-5	0.1
Cn1c(=O)c2[nH]c(C3CCCC3)nc2n(C)c1=O	1	-1	3.2	1.4	-1.4	2.3	2	0.3	0.7	2	0.1
COc1ccccc1OCC(=O)Nc1ccc(C(=O)Nc2ccccc2C(=O)O)cc1	2	-7	-0.9	-0.9	-0.7	1.3	0	-1.9	0.2	-3	0.3
COc1ccc2c(c1OC)C(=O)N1c3ccccc3C(=O)N(c3ccccc3)C21 (centres undefined)	2	2	-3.7	-7.1	-1.2	-0.1	-4	-2.2	-0.9	8	-1.6
COc1ccccc1CNCc1ccc2c(c1)OCO2	-5	-1	0.2	0.6	-1.0	2.2	-5	-1.6	-1.2	-2	0.1
CC(C(=O)Nc1cccnc1)c1ccc([N+](=O)[O-])cc1 (centres undefined)	0	7	-0.1	0.8	-1.1	0.4	0	-2.5	-1.0	0	-0.1
O=C1C=C(c2cnc3ccccc3c2)C[C@@H](c2ccc3c(c2)OCO3)C1	0	-17	1.5	0.4	-1.2	0.3	-4	-1.1	1.2	13	0.7
